# JMJD2A Tudor inh = qHTS Assay for Inhibitors of JMJD2A-Tudor Domain; Lysine-specific demethylase 4A (Homo sapiens), O75164; AlphaScreen JMJD2A-Tudor / H3K4me3 peptide binding; Potency, µM (doses to about 114 µM), for the others: top-dose activity change, negative = inhibition, actives largely listed as inhibitors; 390,000 compounds, 4.4% hits; also: potency is read from the fitted curve at half-maximal effect; % is scaled to controls: 0 for no effect and ±100 for the full control effect; nearly all actives have a fitted effect of over 50% in size
# BAZ2B block = qHTS Assay for Inhibitors of BAZ2B. Bromodomain adjacent to zinc finger domain protein 2B (Homo sapiens), Q9UIF8. AlphaScreen BAZ2B-H3K14Ac peptide displacement. Potency, µM (top dose mostly 114 µM), without a hit: at the highest dose activity change, negative = inhibition, actives largely listed as inhibitors. 360,000 compounds, 4.4% hits. AID 504333, 2011; also: potency is read from the fitted curve at half-maximal effect; % is scaled to controls: 0 for no effect and ±100 for the full control effect; nearly all actives have a fitted effect of over 60% in size
#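 Protein-peptide AlphaScreen: BAZ2B 50 nM, b-H3K14Ac 50 nM, 1x PBS pH 7.4 + 0.01% Tween-20. Preincubation 30 min RT; cpd 30 min RT (top 110 uM); beads 20 min RT, light-protected.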
# Pin1 inh = qHTS Assay to Find Inhibitors of Pin1 | 390,000 compounds, 0.009% hits | Peptidyl-prolyl cis-trans isomerase NIMA-interacting 1 (Homo sapiens), Q13526 | AID 504891, 2011 | Potency, µM (series often up to 115 µM), inactives show at the highest dose activity, negative = inhibition, actives largely listed as inhibitors | Pin1 FP peptide displacement, HiFluor488, 10 min; active = well fitted inhibition curve with a large enough effect in the polarisation, with a control signal flat, not every such curve was filed as active; inconclusive = small, poorly fitted or top-dose-only effect, or effect the other way, or a change in a side signal; inactive = no such curve, though single readings can be large or run the other way; the % refers to the polarisation; also: potency is read from the fitted curve at half-maximal effect; % is scaled to controls: 0 for no effect and ±100 for the full control effect
# Target sequence (Q13526 whole entry, looked up): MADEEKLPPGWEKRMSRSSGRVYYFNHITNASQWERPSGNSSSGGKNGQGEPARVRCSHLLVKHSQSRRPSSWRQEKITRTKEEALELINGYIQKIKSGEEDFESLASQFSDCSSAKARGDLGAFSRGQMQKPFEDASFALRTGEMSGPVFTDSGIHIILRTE
# HP1b chromo inh = HTS for Inhibitors of HP1-beta Chromodomain Interactions with Methylated Histone Tails; Chromobox protein homolog 1 (Homo sapiens), P83916; AlphaScreen HP1-beta / biotin-H3K9me3 peptide binding; Potency, µM (series often up to 114 µM), inactives show top-dose activity change, negative = inhibition, actives largely listed as inhibitors; 390,000 compounds, 0.56% hits; AID 540317, 2011; also: potency is read from the fitted curve at half-maximal effect; nearly all actives have a fitted effect of over 70% in size; inactives centre near 23
# Target sequence (P83916 whole entry, looked up): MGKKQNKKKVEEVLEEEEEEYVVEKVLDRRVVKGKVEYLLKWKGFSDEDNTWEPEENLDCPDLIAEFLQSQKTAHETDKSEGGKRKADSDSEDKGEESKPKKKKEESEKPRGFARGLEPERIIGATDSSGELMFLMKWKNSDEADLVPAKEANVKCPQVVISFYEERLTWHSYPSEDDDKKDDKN
#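 Compound inhibition of the preformed complex between 50 nM HP1-beta and 50 nM biotinylated H3K9me3 peptide was read by AlphaScreen. Buffer was PBS pH 7.4 with 0.01% Tween-20. Incubations ran 30 min at room temperature, with 10 ug/mL donor/acceptor beads.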
# GLS inhibitor = qHTS for Inhibitors of Glutaminase (GLS); 410,000 compounds, 0.21% hits; Glutaminase kidney isoform, mitochondrial (Homo sapiens), O94925; Potency, µM (highest dose often 45.5 µM), inactives show top-dose activity change, negative = inhibition, hits mostly inhibitors; GLS enzymatic activity, qHTS titration; also: potency is read from the fitted curve at half-maximal effect; % is scaled to controls: 0 for no effect and ±100 for the full control effect
#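 Assay buffer: 45 mM KH2PO4 pH 8.2, 0.02% Tween-20. hKGA acts on L-glutamine (1 mM solution added); product glutamate is reported by an oxidase/peroxidase Amplex Red coupling, with fluorescence taken at baseline and 30 min.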
# G9a inh = qHTS Assay for Inhibitors of Histone Lysine Methyltransferase G9a; Histone-lysine N-methyltransferase EHMT2 (Homo sapiens), Q96KQ7; G9a H3K9 monomethylation, AlphaScreen, 2 h; Potency, µM (series often up to 102 µM), without a hit: at the highest dose activity, negative = inhibition, hits mostly inhibitors; 350,000 compounds, 8.8% hits; AID 504332, 2011; also: potency is read from the fitted curve at half-maximal effect; % is scaled to controls: 0 for no effect and ±100 for the full control effect; nearly all actives have a fitted effect of over 75% in size
#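 AlphaScreen read-out: biotin-H3K9 peptide (500 nM) methylation by 20 nM enzyme with 20 uM SAM, 2 h at room temperature after 15 min compound preincubation; anti-monomethyl H3K9 antibody plus donor/acceptor beads, 10 min dark.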
# Tb PGK inh = qHTS Assay to Find Inhibitors of Phosphoglycerate Kinase | Phosphoglycerate kinase, glycosomal (Trypanosoma brucei brucei), P07378 | PGK/GAPDH coupled, Kinase-Glo luminescence, 60 min | Potency, µM (doses to about 57.5 µM), without a hit: top-dose activity change, negative = inhibition, most hits filed as inhibitors | 380,000 compounds, 0.043% hits; also: potency is read from the fitted curve at half-maximal effect; % is scaled to controls: 0 for no effect and ±100 for the full control effect; nearly all actives have a fitted effect of over 60% in size
#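 Recombinant glycosomal PGK reaction used 1,3-bisphosphoglycerate generated in-well by GAPDH (100nM final) in 100mM TEA pH 7.6, 5mM MgCl2, 0.01% Tween-20. After 60 minutes at room temperature, ATP was read by Kinase-Glo Plus luminescence end-point.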
# PI4K2A block = qHTS for small molecular inhibitors of PI4K2A; Phosphatidylinositol 4-kinase type 2-alpha (Homo sapiens), Q9BTU6; purified PI4K2A, ADP-Glo luminescence, 1 h; active compounds read low; activity change, negative = inhibition, % at 76.9 µM; 420,000 compounds, 0.13% hits; in the data active = activity change below about -50%; inconclusive = mostly about -30% to -49%;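 also: -100% = wells without enzyme as full effect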
#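 PI4K2A activity was measured by ADP-Glo luminescence: enzyme (4 ug/mL stock) and phosphatidylinositol (1.2 mM stock) in Tris pH 7.5/MgCl2/EGTA/Triton X-100 buffer were reacted with ATP (300 microM stock) for one hour at ambient temperature.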
# POLH inh = qHTS for Inhibitors of Polymerase Eta; Potency, µM (series often up to 114 µM), for inactives: at the highest dose activity change, negative = inhibition, hits mostly inhibitors; recombinant Pol eta, fluorescent DNA replication assay; 390,000 compounds, 1.2% hits; AID 588591, 2011; also: potency is read from the fitted curve at half-maximal effect; % is scaled to controls: 0 for no effect and ±100 for the full control effect
# Target sequence (Q9Y253 whole entry, looked up): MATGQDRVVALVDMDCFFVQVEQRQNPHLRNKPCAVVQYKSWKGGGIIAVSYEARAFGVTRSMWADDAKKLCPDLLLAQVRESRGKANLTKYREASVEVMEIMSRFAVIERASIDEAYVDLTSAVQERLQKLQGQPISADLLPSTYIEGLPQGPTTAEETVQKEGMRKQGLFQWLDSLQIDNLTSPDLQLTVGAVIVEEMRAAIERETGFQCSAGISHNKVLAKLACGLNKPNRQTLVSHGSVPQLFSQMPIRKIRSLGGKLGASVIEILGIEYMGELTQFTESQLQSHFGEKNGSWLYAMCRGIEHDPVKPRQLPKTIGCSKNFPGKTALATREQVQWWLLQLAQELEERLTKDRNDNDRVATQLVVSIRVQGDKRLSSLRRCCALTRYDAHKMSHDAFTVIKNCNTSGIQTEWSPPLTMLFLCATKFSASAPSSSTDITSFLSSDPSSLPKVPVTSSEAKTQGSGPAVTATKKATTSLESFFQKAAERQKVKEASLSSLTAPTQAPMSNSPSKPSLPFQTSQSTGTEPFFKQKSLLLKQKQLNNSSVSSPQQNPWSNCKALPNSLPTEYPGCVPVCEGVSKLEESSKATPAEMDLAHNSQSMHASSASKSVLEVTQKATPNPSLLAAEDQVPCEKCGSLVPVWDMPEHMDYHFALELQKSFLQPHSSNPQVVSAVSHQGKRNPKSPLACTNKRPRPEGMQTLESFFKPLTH
#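 Pol eta at 10 nM preincubated with compounds 15 min at room temperature; reaction started with fluorescent substrate (50 nM final) and read kinetically at 0 and 10 min.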
# Numbers without * were called inactive; i = inactive; ? = inconclusive; . = no result given; [ ] = dose if it differs, or a comment. Unless noted, calls follow the shape of the dose curve; as a rule, active = well fitted curve in the direction sought with a large enough effect; inconclusive = small, poorly fitted or top-dose-only effect, or another doubt; inactive = no such curve, though single readings can be large; an effect the other way counts as inactive or inconclusive. This is a subset. The share of hits here may be higher or lower than overall.
Molecule	JMJD2A Tudor inh	BAZ2B block	Pin1 inh	HP1b chromo inh	GLS inhibitor	G9a inh	Tb PGK inh	PI4K2A block	POLH inh
CC[C@H](C)[C@@H]1NC(=O)c2cc([N+](=O)[O-])cc(F)c2OCC[C@@H](C(N)=O)NC(=O)[C@H](CCCCN)NC1=O	-24.3%	-11.3%	-1.7%	7.0%	2.4%	?	1.3%	-2.3	-0.5%
CCOC(=O)c1cccc(NC(=O)CN(C)S(=O)(=O)c2cnc[nH]2)c1	-16.1%	2.4%	-3.1%	27.3%	3.7%	-0.9%	i	5.1	8.7%
COc1ccccc1N1CN(Cc2ccccc2)CNC1=S	-9.0%	-4.7%	-5.1%	9.1%	-8.9%	.	-5.2%	-3.5	-8.5%
Cc1n[nH]c(=O)c2c(NC(=O)CSc3ccc(F)cc3)oc(C)c12	-17.2%	3.3%	0.2%	12.0%	-11.2%	-49.7%	i	3.1	-5.7%
Cc1c(C(=O)O)oc2ccc(S(=O)(=O)NC3CCCCCCC3)cc12	-7.3%	-8.0%	-2.7%	26.9%	2.9%	?	-5.3%	-0.4	-3.1%
Cc1cccc(NC(c2ccc(C)s2)c2ccc3ccc(C)nc3c2O)n1 (stereo not drawn)	-4.1%	8.3%	-1.2%	-1.8%	-12.9%	1.78µM*	i	2.2	-6.3%
CCOc1ccc(CNC(=O)CCCOc2cc(=O)n(C)c3ccccc23)cc1	-5.4%	-1.7%	0.2%	34.4%	0.4%	-3.8%[59 µM]	-0.8%	2.6	-1.2%
COc1cccc2cc(C(=O)N3CCN(c4ccc(C)cc4C)CC3)c(=O)oc12	?	-5.2%	-7.1%	5.3%	2.9%	-9.8%[59 µM]	-7.9%	-5.9	-21.3%
COc1ccc(N2C(=O)CC(Sc3nc4ccccc4s3)C2=O)cc1OC (stereo not drawn)	-13.8%	-18.5%	?	30.4%	2.2%	31.6µM*	-1.6%	-1.0	-4.7%
Cc1cccc(NS(=O)(=O)c2ccc3c(c2)Cc2cc(S(=O)(=O)Nc4cccc(C)c4C)ccc2-3)c1C	-14.2%	-0.4%	6.1%	8.9%	0.5%	40.5%[59 µM]	1.8%	-6.6	-21.3%

# Overlap with the part before: three entries; new compounds follow.
Molecule	JMJD2A Tudor inh	BAZ2B block	Pin1 inh	HP1b chromo inh	GLS inhibitor	G9a inh	Tb PGK inh	PI4K2A block	POLH inh
COc1cccc2cc(C(=O)N3CCN(c4ccc(C)cc4C)CC3)c(=O)oc12	?	-5.2%	-7.1%	5.3%	2.9%	-9.8%[59 µM]	-7.9%	-5.9	-21.3%
COc1ccc(N2C(=O)CC(Sc3nc4ccccc4s3)C2=O)cc1OC (stereo not drawn)	-13.8%	-18.5%	?	30.4%	2.2%	31.6µM*	-1.6%	-1.0	-4.7%
Cc1cccc(NS(=O)(=O)c2ccc3c(c2)Cc2cc(S(=O)(=O)Nc4cccc(C)c4C)ccc2-3)c1C	-14.2%	-0.4%	6.1%	8.9%	0.5%	40.5%[59 µM]	1.8%	-6.6	-21.3%
CCC(C)NC(=O)c1[nH]c2cc(OC)ccc2c1Sc1ccc(C)cc1 (stereo not drawn)	-31.5%	-11.8%	10.1%	33.1%	17.2%	-33.5%[59 µM]	2.4%	1.6	-2.4%
CCc1ccc(S(=O)(=O)N(C(C)=O)c2ccc3oc4c(c3c2)CCCC4)cc1	-9.3%	-15.2%	3.6%	13.9%	-11.4%	?	-6.8%	3.7	-7.9%
COc1ccccc1C(=O)Nc1ccc(N2CCN(Cc3ccccc3)CC2)cc1	?	44.7µM*	6.5%	?	51.9%[activator]	?	-4.1%	-1.3	-21.6%
COc1cccc(-c2n[nH]c3c2C(c2cccc(O)c2)N(C)C3=O)c1 (stereo not drawn)	-29.2%	-16.0%	2.1%	10.2%	2.7%	-9.0%[59 µM]	-4.6%	-5.4	-12.2%
COc1cccc(CN2CCN(Cc3nc4c(s3)CCCC4)CC2CCO)c1 (stereo not drawn)	-20.0%	-11.0%	-1.3%	8.6%	-0.4%	-0.8%	-4.7%	-0.5	-16.9%
C[C@@H](C(=O)NCC1CC1)[C@H]1C[C@]1(C)[C@H](NC(=O)OCc1ccccc1)c1ccccc1	-15.0%	4.6%	-1.6%	21.6%	-3.1%	-12.3%	-5.8%	-1.1	-16.6%
COCCNC(=O)c1ccc(CSc2nc3ccccc3s2)cc1	-9.0%	-0.8%	-4.9%	26.9%	4.5%	.	-5.6%	-1.5	1.0%
O=C(Nc1ccccc1)C1CCCN(C(=O)c2ccc(Cl)cc2)C1 (stereo not drawn)	-10.1%	-15.3%	0.4%	17.3%	0.0%	3.3%	i	1.1	-4.1%
O=C(CN1CCCCC1)Nc1scc2c1c(=O)oc1ccccc12	-17.3%	4.6%	5.8%	32.6%[activator]	-2.3%	7.5%	-0.7%	-1.1	-1.8%
Cn1c(SCC(=O)Nc2cccc3ccccc23)nc(O)cc1=O	-11.5%	6.5%	?	35.3%	-4.2%	24.1%[59 µM]	-11.1%	-7.9	-12.6%
O=C(CN1C2CCCC1CC(NC(=O)c1ccccc1)C2)Nc1ccccc1 (stereo not drawn)	-12.7%	19.7%	-4.7%	0.6%	0.1%	2.7%[12.7 µM]	-1.5%	-22.7	-18.4%
COc1ccc(-n2nc3c(N4CCC(C(=O)NCCc5ccccc5)CC4)nnc(C)c3c2C)cc1	6.6%	?	8.3%	43.8%[activator]	2.8%	?	-7.9%	2.3	-7.1%
O=C(CCC(=O)OCC(=O)c1ccc(F)cc1)NC1CCCCC1	2.2%	-2.7%	-1.7%	26.4%	2.5%	-12.7%	-6.0%	6.7	-7.7%
CCn1c2ccccc2c2nc3cc(OC)c(OC)cc3nc21	74.0%[activator][57.1 µM]	69.7%[activator]	?	145.7%[activator]	0.5%	54.3%[activator]	-16.0%	4.0	-10.4%
COC(=O)c1ccc(N=C2S/C(=C\c3cc(C)n(-c4cccnc4)c3C)C(=O)N2C)cc1	?	-33.9%	34.7%[activator]	-20.4%	-0.6%	31.7%[12.7 µM]	0.2%	7.0	-7.2%
O=C(Nc1ccc2c(c1)OCO2)c1c(Cl)nc2sccn12	-7.6%	15.2%	-8.5%	36.8%	-5.9%	13.2%	-10.0%	-2.3	4.5%
CCCc1cc(=O)oc2cc(C)cc(OC(C)C(=O)NCc3ccncc3)c12 (stereo not drawn)	-10.3%	-17.7%	1.9%	69.8%[activator]	-15.1%	9.2%	i	5.2	-20.6%
CN(CC(=O)Nc1ccc(Cl)cc1)CC(=O)Nc1cc(Cl)ccc1C#N	-14.0%	-6.5%	8.8%	37.2%	6.9%	9.5%[59 µM]	-2.7%	-0.4	-3.7%
CC(Sc1ccsc1[N+](=O)[O-])C(=O)N1CCN(c2ccccn2)CC1 (stereo not drawn)	?	-16.9%	?	9.3%	-5.8%	?	-0.2%	-0.6	35.5µM*
CC1Cn2c(nc3sc4c(c3c2=O)CC(C)(C)OC4)N1CCO (stereo not drawn)	-11.6%	5.3%	-7.1%	34.5%	1.7%	-6.8%	-8.2%	-3.5	-19.6%
CCOC(=O)c1[nH]c2ccc(OCC)cc2c1NC(=O)CN1CCN(c2ccccc2)CC1	?	?	-11.0%	19.1%	19.8%	?	3.8%	-3.9	-13.8%
N#C/C(=C\c1ccc(-c2ccc([N+](=O)[O-])cc2Br)o1)C(=O)N1CCN(c2ccccc2)CC1	?	?	6.2%	-15.6%	16.4%	3.98µM*	-0.1%	0.3	-10.2%
O=C(N/N=C/c1ccccc1C(=O)O)C(=O)N1CCCCC1	-4.9%	-11.8%	-10.7%	41.8%[activator]	0.0%	-33.2%	-0.3%	-7.0	-18.6%
CNC(=O)COc1ccc(NC(=O)c2ccc(-c3nn(C)c(=O)c4ccccc34)cc2)cc1	-33.3%	-0.6%	66.2%[activator]	19.5%	7.3%	?	-8.1%	-1.9	-18.4%
COC(=O)c1cc(S(=O)(=O)N2CCOCC2)ccc1Sc1ccccc1N	-21.9%	-7.1%	-10.0%	2.0%	2.9%	20µM*	0.3%	-2.2	-14.6%
O=C(CCCC(=O)N(CC(=O)NC1CCCCC1)Cc1ccc2c(c1)OCO2)Nc1ccccn1	-4.1%	4.7%	-1.3%	25.2%	0.7%	3.8%[59 µM]	-10.5%	1.8	3.7%
COC(=O)c1ccccc1NC(=S)NC(=O)c1ccc2c(c1)OCO2	-7.6%	-18.9%	-2.1%	9.3%	0.9%	39.8µM*	-4.6%	9.2	0.2%
CCOc1ccc(CN(C(=O)c2cc(=O)c3cc(Cl)ccc3o2)C2CCS(=O)(=O)C2)cc1 (stereo not drawn)	-12.2%	14.8%	5.3%	50.8%[activator]	-0.4%	4.5%[59 µM]	-9.4%	-6.7	-12.3%

# Screens from PubChem.
